HTR5A ag – activates human HTR5A in OPRM1-OPRD1 agonist counter-screen. P47898. HTR5A agonist assay, luminescence, cell-based. activation, % at 9.3 µM. actives 0.61% (n = 340,000). AID 504692; in the data active means activation mostly above about 9.5%, no sharp cut-off; inactive means mostly below about 7.6%;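 further: 0% = cells with vehicle only and 100% = reference agonist; strong numbers were not always called active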
Target sequence (P47898 whole entry, looked up): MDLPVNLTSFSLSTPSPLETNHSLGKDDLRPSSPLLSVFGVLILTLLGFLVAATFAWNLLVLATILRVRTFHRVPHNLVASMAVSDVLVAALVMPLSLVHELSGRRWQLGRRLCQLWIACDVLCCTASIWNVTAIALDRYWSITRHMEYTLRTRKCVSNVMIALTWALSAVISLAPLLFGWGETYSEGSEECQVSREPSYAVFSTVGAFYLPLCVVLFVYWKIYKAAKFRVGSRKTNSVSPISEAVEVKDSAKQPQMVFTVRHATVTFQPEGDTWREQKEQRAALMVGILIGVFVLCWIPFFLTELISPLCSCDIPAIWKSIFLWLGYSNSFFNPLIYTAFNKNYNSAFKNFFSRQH
MOR-DOR inv ag – inverse agonists of human mu-delta opioid receptor heterodimerization. P35372+P41143. cell-based MOR-DOR heterodimer luminescence, inverse agonism. inhibition, % at 9.3 µM. actives 0.21% (n = 340,000). AID 504357; in the data active means inhibition above about 22%, passing the limit was not always enough;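 further: 0% = cells with DMSO and 100% = wells without cells with DMSO; values of inactives mirror those of a sister screen read the other way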
HTR5A inv ag – HTR5A inverse agonism, opioid heterodimer counter-screen; actives 0.083% (n = 340,000); HTR5A cell line, luminescence; inhibition, % at 9.3 µM; in the data active means inhibition mostly above about 23%, no sharp cut-off; inactive means mostly below about 18%;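 further: 0% = cells with DMSO and 100% = no-cell wells with DMSO; some compounds called inactive have numbers as strong as hits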
V-ATPase pHluor – regulators of yeast V-ATPase proton transport; response, % at 10 µM; actives 0.37% (n = 350,000); S. cerevisiae, pHLuorin cytosolic pH fluorescence; in the data active means response mostly above about 7.3%, no sharp cut-off; inactive means mostly below about 5.4%; further: actives read high; inactives centre near 0; some compounds called inactive have numbers as strong as hits; reference of the scale not given here
cardiac RTF act – cardiac RTF calcium sensitization; activation, % at 7.2 µM; actives 0.24% (n = 340,000); IANBD-labeled TnC RTF fluorescence at EC20 calcium; 0% EC20 calcium, 100% full calcium; P19429+P45379;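 active means activation above the mean over all tested compounds plus 3 SD, cut at about 30% in these data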;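 further: rise in fluorescence read as greater calcium sensitivity of cardiac thin filaments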
MOR-DOR ag – agonists of human mu-delta opioid receptor heterodimerization | AID 504326 | cells, OPRM1-OPRD1 heterodimerization, luminescence | activation, % at 9.3 µM | actives 0.3% (n = 340,000); in the data active means activation above about 18%;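 further: 0% = vehicle-treated cells and 100% = reference agonist; values of inactives mirror those of a sister screen read the other way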
LANA DNA inh – inhibitors of KSHV LANA C-terminal domain DNA binding; MBP-C-LANA/FAM-LBS DNA binding, fluorescence polarization; inhibition, % at 9 µM; actives 0.078% (n = 340,000);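 active means highest replicate inhibition at or above 60% at 9 µM, even if other replicates fall short; inactive means all replicates below 60% inhibition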;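 further: 0% = neutral control wells and 100% = 4 µM acridine orange control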
CAL PDZ FP – CAL PDZ (human) peptide binding inhibition. Q9HD26. purified CAL PDZ, TMR-peptide fluorescence polarization, 1 h. inhibition, % at 24.9 µM. actives 0.92% (n = 300,000);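 active means mean inhibition of at least 30% with at least half of replicates also reaching 30%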;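 further: 0% = DMSO neutral control and 100% = excess unlabeled competitor peptide PRC23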
Keap1 Nrf2 FP – inhibitors of human Keap1-Nrf2 protein-protein interaction; inhibition, % at 9.4 µM; Keap1 Kelch-Nrf2 peptide fluorescence polarization, 1536-well; Q14145; actives 0.15% (n = 340,000); in the data active means inhibition above about 12%;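 further: human Keap1 Kelch domain with fluorescein labeled Nrf2 9mer peptide probe; 0% = neutral control wells and 100% = peptide positive control; higher means more block of Keap1 binding to Nrf2 peptide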
Target sequence (Q14145 whole entry, looked up, the tested form may be a part): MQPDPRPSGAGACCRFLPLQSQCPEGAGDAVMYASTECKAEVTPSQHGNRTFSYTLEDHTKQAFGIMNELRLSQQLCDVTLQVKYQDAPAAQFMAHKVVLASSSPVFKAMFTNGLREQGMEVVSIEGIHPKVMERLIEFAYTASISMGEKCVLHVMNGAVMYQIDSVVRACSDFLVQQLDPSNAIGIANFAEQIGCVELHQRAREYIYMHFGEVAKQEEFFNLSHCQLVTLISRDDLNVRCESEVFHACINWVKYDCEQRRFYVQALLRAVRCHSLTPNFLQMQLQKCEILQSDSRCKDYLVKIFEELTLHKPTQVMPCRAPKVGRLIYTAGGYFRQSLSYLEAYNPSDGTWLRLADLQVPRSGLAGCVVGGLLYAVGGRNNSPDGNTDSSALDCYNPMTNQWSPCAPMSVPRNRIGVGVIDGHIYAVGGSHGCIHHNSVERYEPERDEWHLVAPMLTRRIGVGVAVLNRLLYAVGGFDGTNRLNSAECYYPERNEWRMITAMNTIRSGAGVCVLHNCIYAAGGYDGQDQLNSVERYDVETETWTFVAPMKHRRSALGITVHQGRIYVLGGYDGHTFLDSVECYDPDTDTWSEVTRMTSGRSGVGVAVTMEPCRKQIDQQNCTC
Cardiac RTF inh – cardiac RTF calcium desensitization | P19429+P45379 | inhibition, % at 7.15 µM | IANBD-labeled cardiac RTF, Ca2+ fluorescence | AID 493244 | actives 0.12% (n = 340,000);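 active means inhibition above the mean inhibition of all tested compounds plus 3 SD, cut at about 17% in these data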;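 further: assay run at fixed EC70 calcium of 1.6 mM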
Starred values were filed as active, the others as inactive; · = not tested or not shown.

SMILES	HTR5A ag	MOR-DOR inv ag	HTR5A inv ag	V-ATPase pHluor	cardiac RTF act	MOR-DOR ag	LANA DNA inh	CAL PDZ FP	Keap1 Nrf2 FP	Cardiac RTF inh
C=CCNC(=O)c1ccc2c(=O)n(Cc3ccccc3OC)c(=S)[nH]c2c1	-3.8	12.5	13.7	2.6	-1.1	-2.8	1.1	-0.6	-1.5	-7.6
COc1ccc(F)cc1S(=O)(=O)n1cc(C)nc1-c1ccccc1	-3.4	7.9	6.8	3.5	1.9	-1.7	1.8	-5.8	-2.0	-0.6
COc1ccc(NC(=O)c2ccccc2NC(=O)NC2CCCCC2)cc1	-3.1	6.4	-25.5	-3.9	-5.3	-1.3	-0.1	·	2.5	-7.9
O=C(NCCCn1cccn1)C1CCC(=O)N(CCc2ccccc2)C1 (stereo unspecified)	2.0	10.8	-17.7	-0.5	1.6	-2.2	0.9	-0.4	-5.3	-2.5
CC1CCCCN1Cc1ccc(-c2nnn(CC(=O)NC3CCCCC3)n2)cc1 (stereo unspecified)	4.8	-1.3	21.0	4.8	-1.6	0.2	0.8	-1.8	-5.8	2.3
O=C(C1CCCCN1S(=O)(=O)c1ccc(F)cc1)N1CCN(c2ccccc2F)CC1 (stereo unspecified)	-0.2	6.2	16.2	0.5	0.4	-1.1	0.4	-1.5	0.2	-1.6
CCN(CCC(=O)Nc1cc([N+](=O)[O-])ccc1OC)Cc1ccccc1	1.7	1.6	-6.4	-0.8	5.5	-0.3	-2.1	-3.0	1.0	-2.0
O=C(O)CC/C(=N\Nc1ccccc1[N+](=O)[O-])c1cccs1	0.4	19.6	-1.5	-0.9	-2.0	-4.4	-1.3	·	-5.0	5.3
Cc1cc(C)cc(Oc2nc(C(F)(F)F)nc3ccccc23)c1	1.4	10.6	-6.8	4.9	0.3	-2.3	0.4	-0.2	0.3	4.2
CC(=O)c1cccc(NC(=O)N2CCCC2C(=O)Nc2ccc3c(c2)OCO3)c1 (stereo unspecified)	0.6	-18.0	-1.7	-1.4	0.9	2.5	-0.7	-1.7	-2.9	-7.2
O=C(O)CCCC(=O)Nc1ccccc1SCCS(=O)(=O)c1ccc(Cl)cc1	2.9	5.5	-10.8	-2.7	8.1	-1.2	-0.1	10.1	3.2	-3.9
COc1ccc(C(=O)CSc2nnc(-c3cnccn3)n2Cc2ccco2)cc1	3.4	10.8	-10.4	-0.5	-1.6	-2.1	-0.7	-1.7	-3.6	0.1
Cc1ccc(S(=O)(=O)N2CCOCC2)cc1NC(=O)COC(=O)c1cc(=O)c2ccccc2o1	-5.3	16.2	14.3	-2.1	-1.2	-2.7	0.0	-0.3	3.5	10.3
Cc1ccc(NC(=S)N2CCC(c3nc4ccccc4s3)CC2)cc1	0.5	-14.2	-9.8	3.6	-1.8	2.6	1.2	-3.1	-6.8	0.1
COC(=O)c1cc(NC(=S)NCc2ccc(Cl)cc2)cc(C(=O)OC)c1	0.3	-37.5	-0.9	-0.6	6.5	7.2	1.2	-4.4	-2.0	3.5
CCC1=C(OC(=O)N(CC)CC)N2C(=O)OC(=NCC(=O)OC)[C@]2(C)[C@H]2C1=CC[C@H]1C(=O)N(CC(=O)OC)C(=O)[C@H]12	0.0	15.4	7.5	1.3	-0.4	-2.8	2.8	-0.1	0.5	5.2
O=C(NC1CCCc2c1cnn2-c1cc(F)cc(F)c1)c1ccc[n+]([O-])c1 (stereo unspecified)	0.7	-12.6	13.8	2.1	3.0	2.4	-1.2	-2.1	-2.2	-5.7
O=C(COC(=O)/C=C/c1cccc(C(F)(F)F)c1)Nc1cccc2ccccc12	0.8	-4.1	-2.9	-4.0	1.3	0.7	2.2	-0.8	-0.8	-5.1
O=C(Nc1cccc(OC(=O)c2ccco2)c1)c1ccco1	0.2	4.8	13.2	2.2	7.0	-0.8	1.6	1.8	-4.9	3.9
COc1ccc(N(CC(=O)N2CCOCC2)S(C)(=O)=O)c(OC)c1	0.5	3.1	-1.7	2.0	-5.6	-0.7	-1.8	-1.3	-4.0	-8.8
CC1(C)C2([N+](=O)[O-])CN3CC1([N+](=O)[O-])CN(C2)C3C(O)C(O)C(O)CO (stereo unspecified)	0.0	12.5	-12.6	7.6	1.2	-2.5	-1.2	-1.4	-4.2	-11.0
CCN1CCN(C2=C(NS(=O)(=O)c3ccc(C)cc3)C(=O)c3ccccc3C2=O)CC1	1.5	-19.4	-6.3	12.4	-0.1	3.7	1.0	1.2	0.6	1.4
CCOC(=O)c1c(NC(=O)CN2CCCCC2)sc2c1CCN(C(=O)OCC)C2	5.5	-37.0	-5.0	0.9	0.5	6.5	0.2	-3.3	-5.8	-12.9
O=C(OCc1nnc(-c2cccs2)o1)c1cccnc1Cl	-4.7	10.4	-9.3	-1.5	-4.8	-2.6	-0.1	12.6	-4.7	-3.9
CCOC(=O)C[C@H]1c2ccccc2S(=O)(=O)N1C1CC1	-1.6	17.8	7.0	-0.2	1.9	-3.2	0.3	1.4	-4.0	-10.6
CCOC(=O)c1sc(/N=C/Nc2nc(C)c(C(=O)OCC)s2)nc1C	2.9	-5.4	-10.1	-0.4	-3.1	0.9	-0.4	11.6	8.3	-0.5
O=C(O)CCc1ccc(-c2ccc(Cl)cc2)n1NC(=O)c1ccc(O)cc1	1.1	7.2	16.4	2.0	4.3	-1.4	1.1	·	-5.1	-1.5
O=C(Nc1ccc(Cl)cc1)OCCn1nnnc1C(c1ccccc1Cl)N1CCOCC1 (stereo unspecified)	-1.9	-8.2	6.2	-2.4	1.2	1.5	2.7	-0.4	1.9	-16.7
COc1cc(/C=N/NC(=O)C(=O)NCC2CCCO2)ccc1OCC(=O)N1CCOCC1 (stereo unspecified)	-2.2	-0.9	5.5	-4.6	-6.6	0.2	-0.2	-2.7	-2.0	-2.4
Cc1ccc(C)c(N(C)C(=O)COc2cc(=O)n(C)c3ccccc23)c1	-2.9	14.2	8.0	-0.3	-2.5	-2.8	-0.4	·	-4.5	-0.9
COc1ccc(N2CCN(C(=O)C3CCCN(c4ncnc5c4nc4n5CCCCC4)C3)CC2)cc1 (stereo unspecified)	1.0	6.8	-3.7	0.2	-10.5	-1.3	0.4	-3.5	-1.8	2.8
CCN(C(=O)COc1ccc(F)cc1Br)c1c(N)n(Cc2ccccc2)c(=O)[nH]c1=O	-4.6	10.9	11.3	0.1	-4.3	-2.5	-0.2	-1.9	-0.9	-0.6
CC(=O)c1cccc(NC(=S)NC2CCCCCCC2)c1	0.6	5.8	-10.6	5.3	-5.1	-1.1	2.2	-2.9	0.6	-12.4
Cc1c(CC(=O)NCCCC(=O)O)c(=O)oc2c(C)c3oc4c(c3cc12)CCCC4	4.3	5.4	-16.0	0.5	-6.1	-1.1	1.0	-18.5	0.4	0.2
CCCCN(CCCC)C(=O)C[n+]1cccc(/C=N/O)c1	-6.3	9.5	-6.8	-6.5	-7.2	-1.4	-0.5	0.1	2.3	-8.8
CCn1c(NC(=O)c2ccccc2F)c(-c2cccs2)c(=O)c2ccccc21	-1.1	3.3	7.1	1.9	13.0	-0.7	0.2	-1.5	-6.4	-14.7
Cc1cccc(Nc2nnc(SCC(=O)NC(=O)CN3CCCC3=O)s2)c1	-0.9	-3.7	-4.0	0.3	1.8	0.9	-0.6	·	-7.6	-2.8
O=C(CN1C(=O)CSc2ccc(S(=O)(=O)N3CCOCC3)cc21)NCc1cccnc1	1.3	-0.6	8.1	-2.1	4.0	0.1	-0.8	-4.3	-1.4	-4.4
COC(=O)/C(=C\c1ccc(O)cc1)c1nc2ccccc2[nH]1	4.8	16.7	15.4	2.4	-6.4	-3.2	2.0	-3.8	1.0	2.5
COc1ccccc1NC(=O)CN1CCN(c2ccccn2)CC1	5.1	2.0	-9.3	2.2	-3.9	-0.4	1.0	0.8	0.9	-4.5
C=CCn1c(N)cc(=O)nc1SCC(=O)Nc1ccc(C)cc1	3.4	2.0	-5.1	7.7	5.1	-0.5	0.5	-0.5	-3.2	-5.1
COc1cccc(NC(=O)C(Sc2nc3ccccc3c(=O)n2CC(C)C)c2ccccc2)c1 (stereo unspecified)	7.6	-0.4	-18.8	1.5	-0.2	0.1	0.9	-23.4	-2.4	1.1
CCN1C(=O)[C@H]2[C@@H](c3ccc(-c4cc(C(C)=O)cs4)cc3)N3CCCC[C@@]3(C(=O)OC)[C@H]2C1=O	5.4	-1.4	13.3	-4.1	-1.2	0.2	0.0	-0.3	-2.2	-3.1
C[C@@H](c1ccccc1)N1Cc2ccccc2Oc2cc(Br)ccc2S1(=O)=O	-0.3	18.2	1.0	2.6	-5.3	-3.6	-0.4	-3.8	0.9	2.3
CCc1nc2ccccc2n(CCOCCn2c(=O)c(CC)nc3ccccc32)c1=O	4.0	7.4	-21.8	-2.1	-2.0	-1.4	3.4	-0.9	-0.5	11.4
CCOC(=O)c1cnn(-c2cc(C)cc(C)c2)c1N	-6.1	0.4	-4.1	-2.2	-1.6	-0.1	-1.7	-7.5	1.1	-5.8
COc1cc2ncc(S(=O)(=O)c3ccccc3)c(N3CCCC(C)C3)c2cc1OC (stereo unspecified)	5.2	-13.7	-22.2	-1.4	-3.2	2.5	-0.8	-2.4	-5.1	5.6
O=C(CN1CCN(C(C(=O)Nc2ccc(F)cc2)c2ccccc2)CC1)NC1CC1 (stereo unspecified)	2.1	6.7	24.1	-6.4	4.8	-1.7	0.1	-0.4	-2.7	-6.2
CCOC(=O)c1cc2sccc2n1CC(=O)Nc1ccc(OC)cc1	4.4	10.8	-20.7	1.6	-2.7	-1.7	2.7	-2.9	-3.0	-9.6
O=C1C=C(NNC(=O)c2ccncc2)CC(c2ccccc2)C1 (stereo unspecified)	1.3	10.4	16.8	2.8	4.9	-2.0	25.3	1.4	9.6	-15.1
CCc1ccc(OCC(=O)NCCc2ccc3c(c2)OCCO3)cc1	2.7	-2.6	-6.5	2.0	3.9	0.6	1.4	-3.3	-2.6	-1.7
CC(NC(=O)CN(c1cccc(C(F)(F)F)c1)S(=O)(=O)c1ccc(Cl)c([N+](=O)[O-])c1)c1ccccc1 (stereo unspecified)	-2.8	-40.2	7.1	8.1	-1.7	7.6	-2.8	7.5	-1.4	-6.6

Of the compounds above, these have a CF3 group:
SMILES	HTR5A ag	MOR-DOR inv ag	HTR5A inv ag	V-ATPase pHluor	cardiac RTF act	MOR-DOR ag	LANA DNA inh	CAL PDZ FP	Keap1 Nrf2 FP	Cardiac RTF inh
Cc1cc(C)cc(Oc2nc(C(F)(F)F)nc3ccccc23)c1	1.4	10.6	-6.8	4.9	0.3	-2.3	0.4	-0.2	0.3	4.2
O=C(COC(=O)/C=C/c1cccc(C(F)(F)F)c1)Nc1cccc2ccccc12	0.8	-4.1	-2.9	-4.0	1.3	0.7	2.2	-0.8	-0.8	-5.1
CC(NC(=O)CN(c1cccc(C(F)(F)F)c1)S(=O)(=O)c1ccc(Cl)c([N+](=O)[O-])c1)c1ccccc1 (stereo unspecified)	-2.8	-40.2	7.1	8.1	-1.7	7.6	-2.8	7.5	-1.4	-6.6

Bioassay records as filed in PubChem.
